# Bioassay records from PubChem.
# POLH inh – qHTS for Inhibitors of Polymerase Eta. 390,000 tested, 1.2% active. Potency, µM (top dose mostly 114 µM), for the others: at the highest dose activity change, negative = inhibition, most hits filed as inhibitors. recombinant Pol eta, fluorescent DNA replication assay. AID 588591, 2011. DNA polymerase eta (Homo sapiens), Q9Y253; also: % is scaled to controls: 0 for no effect and ±100 for the full control effect
#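 Pol eta at 10 nM preincubated with compounds 15 min at room temperature; reaction started with fluorescent substrate (50 nM final) and read kinetically at 0 and 10 min.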
# POLB inh – qHTS Assay for Inhibitors of DNA Polymerase Beta. P06746. Pol beta primer extension/strand displacement, fluorescence kinetic. Potency, µM (top dose mostly 114 µM), for the others: top-dose activity change, negative = inhibition, hits mostly inhibitors. 340,000 tested, 1.3% active. AID 485314, 2010; also: % is scaled to controls: 0 for no effect and ±100 for the full control effect
#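 Preincubation: enzyme (10 nM) with compound, 15 min, RT. Reaction: substrate added to 50 nM final. Reads: 0 and 10 min. Analysis: normalized, Hill fit.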
# JMJD2A Tudor – qHTS Assay for Inhibitors of JMJD2A-Tudor Domain. Potency, µM (doses to about 114 µM), inactives show top-dose activity change, negative = inhibition, most hits filed as inhibitors. Lysine-specific demethylase 4A (Homo sapiens), O75164. 390,000 tested, 4.4% active. AlphaScreen JMJD2A-Tudor / H3K4me3 peptide binding; also: % is scaled to controls: 0 for no effect and ±100 for the full control effect; nearly all actives have a fitted effect of over 50% in size
# G9a inh – qHTS Assay for Inhibitors of Histone Lysine Methyltransferase G9a; G9a H3K9 monomethylation, AlphaScreen, 2 h; Potency, µM (doses to about 102 µM), for inactives: top-dose activity, negative = inhibition, most hits filed as inhibitors; 350,000 tested, 8.8% active; also: % is scaled to controls: 0 for no effect and ±100 for the full control effect; nearly all actives have a fitted effect of over 75% in size
#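 Methyltransferase reactions run at room temperature for 2 h (20 nM enzyme, 500 nM biotin-H3K9 peptide, 20 uM SAM) after a 15 min compound preincubation; product detected by AlphaScreen beads and anti-H3K9me1 antibody.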
# Pol iota inh – qHTS for Inhibitors of Polymerase Iota; DNA polymerase iota (Homo sapiens), Q9UNA4; Pol iota fluorescent replication assay, 10 min; Potency, µM (titrated, usually from 115 µM), for inactives: at the highest dose activity, negative = inhibition, usual class: inhibitors; 390,000 tested, 1% active; AID 588590, 2011
# Target sequence (Q9UNA4 whole entry, looked up): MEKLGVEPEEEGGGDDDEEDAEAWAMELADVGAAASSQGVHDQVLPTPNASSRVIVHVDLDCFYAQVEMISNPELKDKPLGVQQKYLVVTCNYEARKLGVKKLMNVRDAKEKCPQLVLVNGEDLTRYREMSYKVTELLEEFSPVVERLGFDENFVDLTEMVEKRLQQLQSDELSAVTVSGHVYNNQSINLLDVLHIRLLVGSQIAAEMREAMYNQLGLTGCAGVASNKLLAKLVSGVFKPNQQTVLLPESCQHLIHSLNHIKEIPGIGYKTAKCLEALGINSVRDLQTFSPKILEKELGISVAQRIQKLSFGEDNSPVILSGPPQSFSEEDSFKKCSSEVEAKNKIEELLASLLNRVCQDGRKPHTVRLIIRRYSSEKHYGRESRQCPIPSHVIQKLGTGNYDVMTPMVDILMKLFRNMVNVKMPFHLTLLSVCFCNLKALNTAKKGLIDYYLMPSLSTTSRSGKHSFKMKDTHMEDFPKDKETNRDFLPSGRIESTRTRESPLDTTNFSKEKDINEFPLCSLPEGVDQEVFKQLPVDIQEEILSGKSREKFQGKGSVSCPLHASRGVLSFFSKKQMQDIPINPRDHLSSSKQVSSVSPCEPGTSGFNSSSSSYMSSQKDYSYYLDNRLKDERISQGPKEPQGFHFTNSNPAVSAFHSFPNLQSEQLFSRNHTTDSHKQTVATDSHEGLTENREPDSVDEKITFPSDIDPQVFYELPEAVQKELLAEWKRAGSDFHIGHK
#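 Fluorescent replication assay read twice, at 0 min and 10 min after adding 50 nM (final) substrate. Enzyme (10 nM) and compounds were first incubated 15 min at room temperature; enzyme-free buffer wells were negative controls.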
# APEX1 inh – qHTS Assay for Inhibitors of the Human Apurinic/apyrimidinic Endonuclease 1 (APE1); 350,000 tested, 0.35% active; Potency, µM (titrated, usually from 65.8 µM), inactives show at the highest dose activity change, negative = inhibition, actives largely listed as inhibitors; recombinant APE1, TAMRA/BHQ-2 abasic DNA cleavage fluorescence; DNA repair nuclease/redox regulator APEX1 (Homo sapiens), P27695;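 also: plate controls were vehicle for no effect and reference inhibitor for full effect; nearly all actives have a fitted effect of over 55% in size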
# Target sequence (P27695 whole entry, looked up): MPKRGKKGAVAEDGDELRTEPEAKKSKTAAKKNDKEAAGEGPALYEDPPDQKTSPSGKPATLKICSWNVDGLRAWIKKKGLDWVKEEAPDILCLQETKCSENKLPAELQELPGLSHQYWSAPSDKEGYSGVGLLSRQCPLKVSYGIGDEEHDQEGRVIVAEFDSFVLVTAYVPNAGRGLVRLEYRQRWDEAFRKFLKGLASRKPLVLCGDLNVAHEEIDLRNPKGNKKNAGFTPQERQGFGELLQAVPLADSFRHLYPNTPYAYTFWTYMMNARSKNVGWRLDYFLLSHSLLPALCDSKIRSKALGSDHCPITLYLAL
#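 Incision of a quenched TAMRA/BHQ-2 THF abasic-site duplex (50 nM) by 0.75 nM APE1, after 15 min compound preincubation, measured as fluorescence increase over three 60 s reads. Values normalized to buffer, DMSO and NSC13755 control wells.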
# BLM helicase inh – qHTS Assay for Inhibitors of Bloom's syndrome helicase (BLM); RecQ-like DNA helicase BLM (Homo sapiens), P54132; recombinant BLM DNA unwinding, fluorescence dequenching; Potency, µM (series often up to 56.1 µM), inactives show at the highest dose activity change, negative = inhibition, actives largely listed as inhibitors; 350,000 tested, 0.2% active; AID 2528, 2010;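 also: plate controls were vehicle for no effect and no enzyme for full effect; nearly all actives have a fitted effect of over 35% in size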
# Pol kappa inh – qHTS for Inhibitors of Polymerase Kappa. purified Pol kappa, fluorescent DNA synthesis assay, 10 min. Potency, µM (titrated, usually from 107 µM), for inactives: at the top dose activity, negative = inhibition, actives largely listed as inhibitors. 400,000 tested, 0.53% active; also: % is scaled to controls: 0 for no effect and ±100 for the full control effect
#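 Kinetic fluorescence screen: compound preincubated 15 min RT with 10 nM enzyme; 50 nM substrate (final) initiates; reads at 0/10 min.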
# BAZ2B inh – qHTS Assay for Inhibitors of BAZ2B | Bromodomain adjacent to zinc finger domain protein 2B (Homo sapiens), Q9UIF8 | AlphaScreen BAZ2B-H3K14Ac peptide displacement | Potency, µM (series often up to 114 µM), without a hit: at the top dose activity change, negative = inhibition, actives largely listed as inhibitors | 360,000 tested, 4.4% active | AID 504333, 2011; also: % is scaled to controls: 0 for no effect and ±100 for the full control effect; nearly all actives have a fitted effect of over 60% in size
#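 AlphaScreen displacement: compounds (up to 110uM) incubated 30 min at room temperature with a preformed 50 nM BAZ2B/50 nM biotinylated H3K14Ac peptide complex in PBS pH 7.4 with Tween-20. Donor and acceptor beads at 10 ug/mL final added, 20 min light-protected before reading.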
# The depositor's hits bear a star; ? = inconclusive; / = not tested or not shown; [ ] = dose if it differs, or a comment. Calls follow the shape of the dose curve; as a rule, active = well fitted curve in the direction sought with a large enough effect; inconclusive = small, poorly fitted or top-dose-only effect, or another doubt; inactive = no such curve, though single readings can be large; an effect the other way counts as inactive or inconclusive. Potency is read from the fitted curve at half-maximal effect. An excerpt (hit frequency here may not be typical).
1	COc1cc(OC)cc(C(=O)OCC(=O)NCCCc2ccccc2)c1
2	O=C(OCC#CCSc1nnc(-c2ccncc2)o1)c1cccs1
3	COc1ccccc1C(CC(=O)Nc1ccccc1C)c1ccc(OC(C)C)cc1 (stereo not given)
4	CCCC(=O)Nc1nnc(S(=O)(=O)N(CC(C)C)c2ccccc2)s1
5	CC(=O)Nc1ccc(-c2csc(NC(=O)Cc3cccc(F)c3)n2)cc1
6	CCn1c(CO)nc2c1c(=O)[nH]c(=O)n2Cc1ccccc1
assay / compound	1	2	3	4	5	6
POLH inh	6%	-9%	-24%	-3%	-18%	-13%
POLB inh	48%	0%	-4%[57.1 µM]	19%	-1%	5%
JMJD2A Tudor	11%	-3%	-14%	-13%	-19%	-8%
G9a inh	6%[2.33 µM]	0%[12.7 µM]	4%	?	11%[59 µM]	-17%
Pol iota inh	6%	?	10%	7%	3%	21%
APEX1 inh	-8%	4%	12%	0%	2%[12.4 µM]	8%
BLM helicase inh	-2%	-6%	-3%	-7%	-4%	-6%
Pol kappa inh	-9%	-6%	-10%	0%	-6%	4%
BAZ2B inh	8%	-3%	-5%	6%	-2%	-6%

# Entries of single compounds from above.
# Record of `CCn1c(CO)nc2c1c(=O)[nH]c(=O)n2Cc1ccccc1` → POLH inh = -13%; POLB inh = 5%; JMJD2A Tudor = -8%; G9a inh = -17%; Pol iota inh = 21%; APEX1 inh = 8%; BLM helicase inh = -6%; Pol kappa inh = 4%; BAZ2B inh = -6%
# Record of `O=C(OCC#CCSc1nnc(-c2ccncc2)o1)c1cccs1` → POLH inh = -9%; POLB inh = 0%; JMJD2A Tudor = -3%; G9a inh = 0%[12.7 µM]; Pol iota inh = ?; APEX1 inh = 4%; BLM helicase inh = -6%; Pol kappa inh = -6%; BAZ2B inh = -3%

# Going on with the list:
7	N#CC1(NC(=O)CN2C(=O)NC(c3ccccc3)(c3ccccc3)C2=O)CCCC1
8	COc1ccc(C2C(=O)N(C3CCCCCC3)CC(=O)N2CCc2ccccc2)cc1 (stereo not given)
9	CS(=O)(=O)N1CCC(C(=O)Nc2cccc(F)c2)CC1
10	COc1ccc(-c2csc(NC(=O)Cc3cccc4ccccc34)c2C(=O)O)cc1
11	Cc1ccccc1-n1c(=O)c2ccccc2n(Cc2ccc(F)cc2)c1=O
12	COc1ccc(CNC(=O)C2CCC(CNS(=O)(=O)c3cccc4nsnc34)CC2)cc1 (stereo not given)
assay / compound	7	8	9	10	11	12
POLH inh	-8%	-16%	-15%	-23%	-22%	-14%
POLB inh	/	4%	21%	-8%	0%	3%
JMJD2A Tudor	5%	-10%	-13%	-12%	3%	-10%
G9a inh	-10%[2.33 µM]	2%[59 µM]	-1%	-46%	4%[59 µM]	9%
Pol iota inh	17%	-22%	14%	101%[activator]	29%	18%
APEX1 inh	-1%	/	18%	-1%	/	5%
BLM helicase inh	/	-7%	-8%	-3%	-5%	0%
Pol kappa inh	7%	-6%[60.1 µM]	-4%	7%	8%	14%
BAZ2B inh	2%	-22%	1%	?	0%	4%

13	O=C(CCCn1c(=S)[nH]c2cc3c(cc2c1=O)OCO3)NC1CC1
14	CC(OC(=O)c1ccc(Br)o1)C(=O)NCC1CCCCC1 (stereo not given)
15	Cc1cccc(NC(=O)c2cccc(S(=O)(=O)N3CCCCC3)c2)c1
16	O=C(NCc1ccccc1)c1onc(CSc2ccccc2)c1C(=O)NCC1CC1
17	CC(Oc1ccccc1F)C(=O)NNC(=O)c1ccc(-n2cncn2)c([N+](=O)[O-])c1 (stereo not given)
18	COc1cc(C)ccc1OCc1cc(C(=O)N(Cc2nccn2C)C(C)C)no1
assay / compound	13	14	15	16	17	18
POLH inh	-12%	1%	-11%	-18%	-11%	-14%
POLB inh	10%	/	-7%	-4%	/	0%
JMJD2A Tudor	?	-6%	-9%	15%	-1%	-6%
G9a inh	?	/	-4%	36%[59 µM]	/	18%
Pol iota inh	26%	-13%	19%	-3%	14%	28%
APEX1 inh	-1%	-23%	15%	-8%	/	71%[activator]
BLM helicase inh	1%	/	-8%	-14%	/	2%
Pol kappa inh	-5%	-17%	2%	-6%	-4%	13%
BAZ2B inh	-30%	/	0%	-5%	/	-36%

19	CN(CC(=O)Nc1cccc(F)c1)CC(=O)Nc1ccccc1-c1ccccc1
20	O=C(NC1CCCCCCC1)c1c(Cl)cccc1Cl
21	COc1ccc(N2CCC(CNC(=S)Nc3ccc(C)cc3C)C2)cc1 (stereo not given)
22	CC(CN1CCCC1)OC(=O)c1cccc(F)c1 (stereo not given)
23	Cc1ccccc1NC(=O)c1cccc(S(C)(=O)=O)c1
24	CCN(CC(=O)Nc1ccc(NC(C)=O)cc1)C(=O)c1cccc(N2C(=O)c3ccccc3C2=O)c1
assay / compound	19	20	21	22	23	24
POLH inh	-22%	2%	-20%	-14%	-9%	-4%
POLB inh	/	/	11%	27%	6%	/
JMJD2A Tudor	-19%	-4%	28µM*	3%	-21%	0%
G9a inh	/	/	?	-8%	6%	/
Pol iota inh	16%	9%	41%[activator]	7%	23%	1%
APEX1 inh	12%	/	0%	35%	-4%	/
BLM helicase inh	/	/	-5%	-4%	-1%	/
Pol kappa inh	-14%	-5%	-5%	4%	-2%	-12%
BAZ2B inh	/	/	16µM*	3%	/	/

# A different layout for 3 compounds above:
No.	molecule	POLH inh	POLB inh	JMJD2A Tudor	G9a inh	Pol iota inh	APEX1 inh	BLM helicase inh	Pol kappa inh	BAZ2B inh
20	O=C(NC1CCCCCCC1)c1c(Cl)cccc1Cl	2%	/	-4%	/	9%	/	/	-5%	/
21	COc1ccc(N2CCC(CNC(=S)Nc3ccc(C)cc3C)C2)cc1 (stereo not given)	-20%	11%	28µM*	?	41%[activator]	0%	-5%	-5%	16µM*
22	CC(CN1CCCC1)OC(=O)c1cccc(F)c1 (stereo not given)	-14%	27%	3%	-8%	7%	35%	-4%	4%	3%

# Carrying on.
25	O=C(NC1=NCCS1)c1cc2ccccc2o1
26	CCCCn1c(N)c(N(CC(C)C)C(=O)C2CCCO2)c(=O)[nH]c1=O (stereo not given)
27	CCN(CC)S(=O)(=O)c1ccc(O)c(C(=O)OCC(=O)NC23CC4CC(CC(C4)C2)C3)c1
28	COc1ccc(CNC(=O)C2CCN(c3nnc(-n4cccc4CNc4ccc(C)cc4)s3)CC2)c(OC)c1
29	C=C(C)CCOC(=O)C(CC(=O)O)NCc1ccco1 (stereo not given)
30	CCOc1ccc(S(=O)(=O)N2CCCC(C(=O)N3CCN(CC)CC3)C2)cc1Cl (stereo not given)
assay / compound	25	26	27	28	29	30
POLH inh	1%	-10%	-7%	/	11µM*	-6%
POLB inh	1%	/	/	-5%	8.9µM*	54%
JMJD2A Tudor	-17%	-3%	-18%	-27%	35µM*	-4%
G9a inh	10%	-5%	/	1.4µM*	11µM*	15%[59 µM]
Pol iota inh	-3%	12%	92%[activator]	0%	-7%	5%
APEX1 inh	-6%	-12%	21%	/	?	-15%[12.4 µM]
BLM helicase inh	2%	/	/	-7%	-4%	-1%
Pol kappa inh	-7%	-8%	-2%	-13%	?	-11%
BAZ2B inh	-2%	-3%	/	-22%	35µM*	6%

31	O=C(O)CCCCCN1C(=O)CCC1=O
32	CCOC(=O)CC(NC(=O)c1ccc(C)cc1)c1ccc(OC)cc1 (stereo not given)
33	OC(Cc1nc2ccccc2[nH]1)c1ccccc1Cl (stereo not given)
34	CSc1nc(C)c2c(n1)N(c1ccc(F)cc1)CC2
35	CC1(C)CC(=O)C2=C(C1)OC(N)=C([N+](=O)[O-])C2c1ccc(F)cc1 (stereo not given)
36	CCCCSc1ncnc2c1c(-c1ccccc1)cn2-c1cccc(F)c1
assay / compound	31	32	33	34	35	36
POLH inh	-3%	-8%	11%	-17%	-17%	-9%
POLB inh	2%	8%	20%	40%	-1%	44%
JMJD2A Tudor	-5%	-2%	-8%	5%	-5%	75%[activator]
G9a inh	22%	-2%	-1%[12.7 µM]	-1%	4%[59 µM]	54%[activator][59 µM]
Pol iota inh	12%	3%	16%	14%	141%[activator]	?
APEX1 inh	-2%	-4%	-3%	-4%	-3%	/
BLM helicase inh	0%	-4%	0%	1%	-4%	-3%
Pol kappa inh	-1%	-9%	-7%	-13%	-3%	-2%
BAZ2B inh	-22%	-13%	29%	-4%	-9%	55%[activator]

37	COc1ccc(-c2cc(C(F)(F)F)n3nc(C(=O)Nc4c(C)n(C)n(-c5ccccc5)c4=O)c(Cl)c3n2)cc1
38	COc1ccc(Nc2nc(-c3ccncc3)nc3ccccc23)cc1
39	N#C/C(N)=C(/C#N)N=Cc1cccc(Cl)c1
40	COc1ccc(OCCC(=O)OCC(=O)NCc2ccc(F)cc2)cc1
41	CCOCC(O)CNC(=O)c1ccc(OC2CCN(C(=O)c3cccnc3)CC2)cc1 (stereo not given)
42	COCCN(C(=O)CSc1nnc(C)n1-c1ccccc1)c1c(N)n(Cc2ccccc2)c(=O)[nH]c1=O
43	O=C(NCCN1CCOCC1)c1c(F)c(F)c(F)c(F)c1F
44	Cc1ccc(NC(=O)c2ccc(Cn3cc(Br)cn3)o2)cc1
assay / compound	37	38	39	40	41	42	43	44
POLH inh	-13%	-14%	-19%	-12%	-5%	-13%	-8%	3%
POLB inh	46%	-2%	69%	0%	11%	7%	7%	-10%
JMJD2A Tudor	-2%[57.1 µM]	4%	-23%	1%	9%	-13%[57.1 µM]	-13%[57.1 µM]	-15%[57.1 µM]
G9a inh	12%	12%	/	7%	-17%	?	2%	11%[59 µM]
Pol iota inh	110%[activator]	-10%	-14%[58.9 µM]	83%[activator]	-3%	19%	2%	11%
APEX1 inh	-1%	-5%	17%	-2%	0%	1%	2%	2%
BLM helicase inh	-5%	-6%	0%	-5%	-2%	2%	-1%	-4%
Pol kappa inh	-3%	-8%	-3%	1%	-11%	3%	-1%	-21%
BAZ2B inh	-11%	6%	?	-3%	-34%	26%	9%	7%
